G9a inh: blocks human histone lysine methyltransferase G9a | G9a H3K9 monomethylation, AlphaScreen, 2 h | AID 504332 | hit rate 8.8% among 350,000 | Potency, µM (top dose mostly 102 µM), without a hit: top-dose activity, negative = inhibition, most hits filed as inhibitors; further: potency means the concentration at half of the fitted maximal effect; on the % scale 0 is the no-effect control and ±100 the full control effect; nearly all actives have a fitted effect of over 75% in size
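G9a (20 nM) preincubated 15 min RT with compounds, then 500 nM biotinylated H3K9 peptide and 20 uM SAM added; 2 h RT reaction. Monomethyl-H3K9 product detected by AlphaScreen with anti-H3K9me1 antibody, streptavidin donor and anti-rabbit IgG acceptor beads.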
JMJD2A Tudor inh: blocks the human JMJD2A Tudor domain | hit rate 4.4% among 390,000 | AlphaScreen JMJD2A-Tudor / H3K4me3 peptide binding | Potency, µM (doses to about 114 µM), inactives show at the highest dose activity change, negative = inhibition, actives largely listed as inhibitors; further: potency means the concentration at half of the fitted maximal effect; on the % scale 0 is the no-effect control and ±100 the full control effect; nearly all actives have a fitted effect of over 50% in size
Target sequence (O75164 whole entry, looked up, the tested form may be a part): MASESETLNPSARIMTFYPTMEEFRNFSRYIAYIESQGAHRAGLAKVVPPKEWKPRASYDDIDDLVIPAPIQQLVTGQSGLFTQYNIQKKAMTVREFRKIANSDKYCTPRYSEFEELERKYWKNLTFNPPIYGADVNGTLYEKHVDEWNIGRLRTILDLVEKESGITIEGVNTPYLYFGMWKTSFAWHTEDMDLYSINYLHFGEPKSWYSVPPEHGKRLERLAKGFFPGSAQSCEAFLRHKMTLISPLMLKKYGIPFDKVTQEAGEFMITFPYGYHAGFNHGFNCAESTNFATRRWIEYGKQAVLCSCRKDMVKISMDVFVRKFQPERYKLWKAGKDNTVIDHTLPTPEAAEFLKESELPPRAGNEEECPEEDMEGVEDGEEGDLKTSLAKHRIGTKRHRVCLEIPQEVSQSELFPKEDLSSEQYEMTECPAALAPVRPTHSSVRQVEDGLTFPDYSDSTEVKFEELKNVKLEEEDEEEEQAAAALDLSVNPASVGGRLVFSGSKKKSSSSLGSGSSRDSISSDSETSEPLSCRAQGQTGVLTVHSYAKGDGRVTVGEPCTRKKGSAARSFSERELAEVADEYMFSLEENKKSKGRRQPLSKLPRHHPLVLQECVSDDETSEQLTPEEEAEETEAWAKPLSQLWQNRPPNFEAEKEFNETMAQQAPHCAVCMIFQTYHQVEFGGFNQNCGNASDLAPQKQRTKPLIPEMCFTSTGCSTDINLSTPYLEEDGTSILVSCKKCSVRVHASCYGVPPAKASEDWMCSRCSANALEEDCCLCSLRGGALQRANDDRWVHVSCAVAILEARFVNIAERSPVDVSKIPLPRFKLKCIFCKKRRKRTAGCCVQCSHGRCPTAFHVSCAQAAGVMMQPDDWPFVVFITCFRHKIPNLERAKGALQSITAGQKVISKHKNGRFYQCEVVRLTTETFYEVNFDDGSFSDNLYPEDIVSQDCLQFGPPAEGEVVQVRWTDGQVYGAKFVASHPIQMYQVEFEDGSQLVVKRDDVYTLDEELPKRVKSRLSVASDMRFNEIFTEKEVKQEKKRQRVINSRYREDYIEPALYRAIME
ERG-DNA inh: inhibitors of human ERG Ets domain-DNA interaction; fluorescence polarization, His-ERG Ets domain / labelled DNA; hit rate 0.028% among 370,000; Potency, µM (titrated, usually from 76.9 µM), for the others: at the top dose FP activity, negative = inhibition, hits mostly inhibitors; AID 624246; active means well fitted inhibition curve with a large enough effect in the polarisation, with a control signal flat; inconclusive means small, poorly fitted or top-dose-only effect, or effect the other way, or a change in a side signal; inactive means no such curve, though single readings can be large or run the other way; the % refers to the polarisation;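 further: polarization taken with two DNA probes labelled with fluorescein and Texas red; potency means the concentration at half of the fitted maximal effect; % of control where 0% means no effect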
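His-tagged ERG Ets domain (1 uM in the protein solution; 300mM KCl, 50mM Tris-HCl, 1mM EDTA, 1mM DTT, pH 7.5) received compound, then a probe mix of 5 nM fluorescein-DNA and 100nM Texas-615-DNA. Fluorescence polarization was read for both dyes.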
Pin1 inh: inhibitors of human Pin1 | hit rate 0.009% among 390,000 | AID 504891 | Q13526 | Potency, µM (titrated, usually from 115 µM), inactives show at the top dose activity, negative = inhibition, usual class: inhibitors | Pin1 FP peptide displacement, HiFluor488, 10 min; active means well fitted inhibition curve with a large enough effect in the polarisation, with a control signal flat, not every such curve was filed as active; inconclusive means small, poorly fitted or top-dose-only effect, or effect the other way, or a change in a side signal; inactive means no such curve, though single readings can be large or run the other way; the % refers to the polarisation; further: potency means the concentration at half of the fitted maximal effect; on the % scale 0 is the no-effect control and ±100 the full control effect
PI4K2A inh: blocks human PI4K2A kinase activity; hit rate 0.13% among 420,000; AID 1346378; Q9BTU6; purified PI4K2A, ADP-Glo luminescence, 1 h; stronger effect = lower value; activity change, negative = inhibition, % at 76.9 µM; in the data active means activity change below about -50%; inconclusive means mostly about -30% to -49%;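 further: -100% = wells without enzyme as full effect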
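In this quantitative HTS, ADP production by PI4K2A was quantified luminescently after 1 h at ambient temperature; 100 microM adenosine served as plate-quality control.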
GLS inhibitor: blocks human kidney-isoform glutaminase activity | Potency, µM (titrated, usually from 45.5 µM), for inactives: top-dose activity change, negative = inhibition, usual class: inhibitors | AID 624170 | hit rate 0.21% among 410,000 | GLS enzymatic activity, qHTS titration | O94925; further: potency means the concentration at half of the fitted maximal effect; on the % scale 0 is the no-effect control and ±100 the full control effect
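Two-point fluorescence kinetic (t0, 30 min RT) for hKGA; glutamate detected via glutamate oxidase–HRP–Amplex Red. Substrate: 1 mM L-glutamine solution; buffer 45 mM KH2PO4, pH 8.2.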
PGK inhibitor: T. brucei PGK inhibition. P07378. PGK/GAPDH coupled, Kinase-Glo luminescence, 60 min. Potency, µM (top dose mostly 57.5 µM), for the others: top-dose activity change, negative = inhibition, hits mostly inhibitors. hit rate 0.043% among 380,000; further: potency means the concentration at half of the fitted maximal effect; on the % scale 0 is the no-effect control and ±100 the full control effect; nearly all actives have a fitted effect of over 60% in size
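Recombinant glycosomal PGK reaction used 1,3-bisphosphoglycerate generated in-well by GAPDH (100nM final) in 100mM TEA pH 7.6, 5mM MgCl2, 0.01% Tween-20. After 60 minutes at room temperature, ATP was read by Kinase-Glo Plus luminescence end-point.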
HP1b chromo inh: inhibitors of HP1-beta chromodomain binding to methylated histone tails. P83916. AlphaScreen HP1-beta / biotin-H3K9me3 peptide binding. Potency, µM (titrated, usually from 114 µM), for inactives: top-dose activity change, negative = inhibition, most hits filed as inhibitors. hit rate 0.56% among 390,000. AID 540317; further: potency means the concentration at half of the fitted maximal effect; nearly all actives have a fitted effect of over 70% in size; inactives centre near 23
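AlphaScreen: HP1-beta (50 nM) preformed 30 min with biotin-H3(1-18)K9me3 peptide (50 nM) in PBS pH 7.4, 0.01% Tween-20. Compound added for 30 min at RT, then streptavidin donor/nickel chelate acceptor beads (10 ug/mL) for 30 min.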
BAZ2B inh: BAZ2B (human) inhibition; AlphaScreen BAZ2B-H3K14Ac peptide displacement; Potency, µM (titrated, usually from 114 µM), without a hit: at the highest dose activity change, negative = inhibition, hits mostly inhibitors; hit rate 4.4% among 360,000; AID 504333; further: potency means the concentration at half of the fitted maximal effect; on the % scale 0 is the no-effect control and ±100 the full control effect; nearly all actives have a fitted effect of over 60% in size
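Inhibition is scored as reduced AlphaScreen emission. The BAZ2B/b-H3(5-23)K14Ac complex (50 nM each) in PBS pH 7.4, 0.01% Tween-20 meets compound (up to 110 uM) for 30 min at RT before bead addition.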
Starred values were filed as active, the others as inactive; i = inactive; ? = inconclusive; / = not tested or not shown; [ ] = another dose, or the depositor's remark. Unless noted, the call rests on the fitted dose curve; in most records, active means well fitted curve in the direction sought with a large enough effect; inconclusive means small, poorly fitted or top-dose-only effect, or another doubt; inactive means no such curve, though single readings can be large; an effect the other way counts as inactive or inconclusive.

G9a inh	JMJD2A Tudor inh	ERG-DNA inh	Pin1 inh	PI4K2A inh	GLS inhibitor	PGK inhibitor	HP1b chromo inh	BAZ2B inh	SMILES
37%[12.7 µM]	-15%	-4%	-1%	-17	4%	-2%	29%	8%	Cc1cc(NC(=O)CCSc2nc(-c3ccco3)cc(C(F)(F)F)n2)no1
20%	-7%	-6%	13%	-3	5%	3%	35%[activator]	-9%	COC(=O)c1sc(NC(=O)CSc2n[nH]c(N)n2)c(C(=O)OC)c1C
5%	-2%	-1%	4%	0	/	1%	37%	1%	COCCNC(=O)CSc1nc2cc3c(cc2c(=O)n1Cc1ccco1)OCO3
-3%[59 µM]	-9%	6%	?	-1	7%	5%	14%	0%	O=Cc1cccn1Cc1ccccc1[N+](=O)[O-]
-14%[2.33 µM]	-8%[11.4 µM]	-2%	4%	-1	-11%	-11%	22%	-36%	CCOc1ccc(Oc2nc(Nc3ccc(C)cc3)nc(N(C)C)n2)nn1
21%[12.7 µM]	-14%	/	-7%	-1	9%	-1%	22%	1%	N#Cc1nc(-c2cccs2)oc1NCC1CCCO1 (stereo not drawn)
8%	-14%	-3%	8%	-5	15%	0%	28%	3%	O=S(=O)(NC1CCCCC1N1CCC(O)CC1)c1ccc(Cl)cc1 (stereo not drawn)
3%	-14%	-4%	1%	-2	27%	-5%	32%	-28%	CCOC(=O)C1(Cc2cccc(OC)c2)CCN(Cc2ccc(OC)c(O)c2)CC1
?	?	43%[activator]	9%	-3	24%	-8%	-9%	-14%	O=C1CSC(=S)N1/N=C/c1cccc(C(F)(F)F)c1
14%[59 µM]	-8%	/	-12%	0	10%	-8%	30%	-38%	O=C(CSc1ccc2c(c1)OCCO2)Nc1cccc(S(=O)(=O)N2CCCCC2)c1
-15%	-6%	1%	2%	4	-6%	-12%	41%[activator]	0%	O=C(O)c1nn(CCOc2c(Cl)cccc2Cl)c(=O)c2ccccc12
-4%	4%	3%	-1%	5	-6%	-3%	40%	?	Cc1cc(N)n2ncc(-c3ccccc3)c2n1
75%[activator]	50%[activator]	1%	2%	8	2%	-10%	83%[activator]	26%	O=S(=O)(c1cnc(Cl)c(Cl)c1)N1CCc2ccccc21
3%[59 µM]	-17%	-7%	-16%	-3	-9%	i	6%	-1%	Cc1ccc(NC(=O)CN2C=NS(=O)(=O)c3ccccc32)cc1
26%[0.501 µM]	5µM*	-4%	2%	-6	2%	-3%	?	?	C=CCn1c(-c2ccoc2)n[nH]c1=S
1.8µM*	79µM*	-7%	10%	-1	7%	3%	12%	-12%	O=[N+]([O-])c1cccc(-c2n[nH]c(=S)n2Cc2ccccc2)c1
-30%	-17%	10%	0%	3	15%	16%	49%[activator]	-37%	NNC(=O)CCN(Cc1ccco1)S(=O)(=O)c1ccc(Cl)cc1
2µM*	40µM*	-1%	-6%	6	5%	-7%	35%	14%	Cc1nccn1CCc1n[nH]c(=S)n1Cc1ccccc1
-12%	-3%	4%	-1%	5	-13%	-14%	33%	-2%	Cn1c2ccccc2c2cnn(CC(=O)N3CCCCC3)c(=O)c21
?	-28%	0%	37%[activator]	2	?	-6%	1%	-3%	COc1cccc(/C=N/Nc2ccc([N+](=O)[O-])cc2)c1O
/	4%	-11%	3%	1	2%	-5%	41%[activator]	/	Cc1cc(C)c(NC(=O)CCN2CCN(Cc3ccccc3)CC2)c(C)c1
/	-18%	15%	-2%	-1	-8%	-4%	16%	/	Cc1cc(C(=O)OCC(=O)NCc2ccccc2)c2ccccc2n1
-27%	-31%	5%	-2%	0	41%[activator]	i	10%	?	COC(=O)C1=C(C(=O)c2ccc(C)cc2)C(c2ccc(OC)c(OC)c2)n2nnnc2N1 (stereo not drawn)
-14%	-25%	/	?	-3	44%[activator]	4%	25%	0%	OCCCNC(=S)Nc1ccc2nc(-c3ccccn3)c(-c3ccccn3)nc2c1
2%	-6%	-10%	-2%	-2	9%	-6%	33%	7%	COc1ccc(NS(=O)(=O)c2ccc(NC(=O)c3ccccc3Br)cc2)nn1
15%	-4%	4%	0%	-4	-22%	-9%	39%	-15%[57.1 µM]	Cc1cccc(-c2nc(CS(=O)CC(=O)NC3CCCCC3)c(C)o2)c1 (stereo not drawn)
29%[59 µM]	4%	-4%	?	-4	-1%	-7%	77%[activator]	1%	O=C(CC1Oc2ccccc2NC1=O)NCc1ccc(F)cc1 (stereo not drawn)
?	-24%	0%	-3%	2	2%	-9%	15%	-35%	CCc1nnc(NC(=O)C2CC(=O)N(Cc3ccco3)C2)s1 (stereo not drawn)
-3%	?	3%	6%	?	?	-22%	?	-22%	C(=N\Nc1nc2ccccc2s1)/c1ccccn1
0%	-2%	-5%	1%	-3	-10%	-1%	16%	4%	CC(=O)c1cccc(NC(=O)N2CCC(NC(=O)c3ccco3)CC2)c1
16µM*	?	10%	6%	-2	31%[activator]	-6%	?	40µM*	COc1ccc(N2CCN(C(=O)Cc3coc4ccc(C)cc34)CC2)cc1
2%	-20%	-6%	-15%	2	-9%	i	29%	-14%	CCC(C(=O)NN1C(=O)c2ccccc2C1=O)c1ccccc1 (stereo not drawn)
39%	6%	2%	-2%	-2	-3%	i	50%[activator]	41%[activator]	COc1ccc(COC(=O)c2ccc(N3CCCC3=O)cc2)cc1F
?	18µM*	1%	0%	1	46%[activator]	11%	20µM*	18µM*	CN(C)c1ccc(CNc2ccc3c(c2)ncn3C)cc1
/	-24%	11%	1%	-1	18%	-10%	18%	50µM*	Brc1ccc2nc(-c3cccs3)c(NCC3CCCO3)n2c1 (stereo not drawn)
1%[59 µM]	-29%	8%	-5%	0	11%	i	44%[activator]	3%	Cc1ccc(S(=O)(=O)c2cn(Cc3ccccc3)c3cc(N4CCCC4)c(F)cc3c2=O)cc1
11%[59 µM]	-16%	2%	?	1	18%	0%	14%	-1%	CCCOc1ccc(CNC(=S)N/N=C/c2ccc([N+](=O)[O-])cc2)cc1
10µM*	?	4%	?	8	1%	i	19%	?	Fc1ccc(Br)cc1C1C=C(c2ccc(Br)s2)Nc2ncnn21 (stereo not drawn)
9%	-6%	-1%	-2%	-1	-2%	-9%	42%[activator]	-20%	O=C(NC(=S)NCc1ccccc1)c1cccnc1
3.5µM*	-33%	0%	0%	0	-30%	14%	2%	?	CCc1nc2ccc(C(=O)NCc3ccc(N(C)C)cc3)cc2nc1CC
19%[0.0925 µM]	-19%	-3%	1%	0	6%	2%	21%	-3%	CCOC(=O)Cn1nnc2c(sc3nc4c(c(-c5ccc(Cl)cc5)c32)CCC4)c1=O
40µM*	-16%	-4%	3%	2	13%	0%	13%	79µM*	COc1ccccc1CCNC(=O)Cn1c(=O)oc2ccccc21
8.9µM*	?	-2%	-3%	0	-9%	-3%	-27%	-4%	O=C1[C@@H]2C(c3cccnc3)=NO[C@@H]2C(=O)N1c1ccc(Br)cc1
-10%	6%	0%	-1%	-1	5%	2%	23%	0%	O=C(NNC(=O)c1cnccc1C(F)(F)F)c1ccccc1
25µM*	-8%	5%	-4%	-7	-6%	-3%	30%	-4%	c1ccc(CSc2ccc(-c3ccco3)nn2)cc1
?	4%	-6%	1%	4	0%	-7%	10%	-3%	COC(=O)C1C(=O)c2c(n[nH]c2C)CC1(C)C (stereo not drawn)
-27%	-7%	0%	-6%	-1	2%	0%	60%[activator]	16%[57.1 µM]	Cc1ccnn1CCC(=O)N1CCCC(Nc2ccc(F)c(F)c2)C1 (stereo not drawn)
6%[59 µM]	-7%	5%	2%	3	15%	4%	18%	11%	CSc1nc(N(C)NC(=O)c2ccc(Cl)cc2)c2ccccc2n1
?	-7%[57.1 µM]	-1%	0%	-4	0%	-8%	44%[activator]	?	CCN(CC)S(=O)(=O)c1ccc(Cl)c(NC(=O)c2ccc(C#N)cc2)c1
7%[59 µM]	2%	0%	?	-2	-8%	-9%	37%	-16%	Cc1ccc(-c2cc(C(F)(F)F)c(C#N)c(SCC(=O)Nc3ccccc3)n2)cc1
-24%	-14%	-14%	-3%	2	27%	-5%	19%	-24%	O=C(NNS(=O)(=O)c1ccccc1F)c1sccc1-n1cccc1
20%	-3%	0%	1%	-2	2%	0%	17%	-1%	COc1ccc(C(=O)Nc2ccc3ccccc3c2)cc1OC
19%	-8%	2%	-7%	2	7%	i	18%	0%	CCn1c(SCC(=O)OC)nnc1-c1c[nH]c2ccccc12

Screening data: PubChem BioAssay, National Center for Advancing Translational Sciences (NCATS)
